Screens as filed in PubChem.
ERp5 inh: inhibitors of human ERp5; Q15084; ERp5 insulin aggregation, absorbance 650 nm, 90 min; inhibition, % at 9.99 µM; 350,000 tested, 0.05% active; AID 651711;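 active means mean replicate inhibition above about 25%, with every replicate also reaching it, limit read from the data, passing the limit was not always enough; inconclusive means only one of those two criteria met; inactive means neither criterion met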
Target sequence (Q15084 whole entry, looked up): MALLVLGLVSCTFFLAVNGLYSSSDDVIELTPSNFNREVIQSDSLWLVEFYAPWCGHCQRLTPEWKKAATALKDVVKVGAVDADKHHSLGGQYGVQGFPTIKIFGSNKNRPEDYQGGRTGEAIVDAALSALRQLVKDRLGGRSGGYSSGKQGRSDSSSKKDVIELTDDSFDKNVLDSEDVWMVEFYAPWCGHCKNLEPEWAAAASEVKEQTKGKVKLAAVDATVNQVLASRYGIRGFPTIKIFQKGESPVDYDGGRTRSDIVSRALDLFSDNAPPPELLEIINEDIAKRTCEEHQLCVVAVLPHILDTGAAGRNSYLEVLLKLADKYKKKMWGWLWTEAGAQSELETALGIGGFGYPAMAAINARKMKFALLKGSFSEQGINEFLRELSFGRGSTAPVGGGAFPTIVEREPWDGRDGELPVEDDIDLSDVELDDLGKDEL
C2C12 statin: protects C2C12 myotubes from simvastatin toxicity | 330,000 tested, 0.78% active | rescue of ATP level, % at 7.49 µM | ATP luminescence, 48 h; scaled: DMSO 0, geranylgeraniol control 100 | AID 602340;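 active means mean ATP rescue above about 67%, or every replicate alone reaching that limit, limit read from the data, passing the limit was not always enough; inconclusive means no clear call, values can overlap the other calls; inactive means mean under the limit and some replicate under it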;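 further: myotubes were challenged with 10 µM simvastatin during compound exposure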
PglD DTNB: inhibitors of Campylobacter jejuni PglD acetyltransferase | purified PglD enzyme, DTNB colorimetric CoA detection | inhibition, % at 12.5 µM | 360,000 tested, 0.098% active; in the data active means inhibition above about 16%, passing the limit was not always enough; inconclusive means no clear call, values can overlap the other calls; further: strong numbers were not always called active
S100A4 MyoIIA: blocks human S100A4 binding to myosin IIA peptide. inhibition, % at 10.7 µM. S100A4/TAMRA-MyoIIA peptide fluorescence polarization. P26447. 360,000 tested, 0.14% active;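 active means mean inhibition of at least 70% across replicates, with every replicate also reaching that level; inconclusive means mean inhibition reaches 70% but some replicates fall short; inactive means mean inhibition below 70%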
Target sequence (P26447 whole entry, looked up): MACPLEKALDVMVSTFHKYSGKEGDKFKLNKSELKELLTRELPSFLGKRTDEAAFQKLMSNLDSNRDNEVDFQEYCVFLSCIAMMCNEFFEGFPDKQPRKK
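Assay system: human S100A4 monomer with TAMRA-labelled myosin IIA peptide / Buffer or medium: Calcium-containing HEPES buffer, pH 7.2 / Reagent: TAMRA-labelled myosin IIA heavy-chain peptide probe, 5 nM / Compound: one dose per compound / Timing: polarization read 5 min after assay mix addition, stable 5–60 min / Benchmarks: neutral control DMSO, positive control TFP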
E-selectin induc: E-selectin induction on HUVECs; P16581; HUVEC E-selectin immunofluorescence imaging; normalized: neutral wells 0, TNF-alpha wells 100; activation, % at 7.58 µM; 260,000 tested, 0.37% active; AID 686992;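 active means mean E-selectin-positive cell signal at least 10% of the positive control, reached in at least 60% of replicates, without over 20% cell loss; inconclusive means no rule given, readout overlaps actives, possibly toxicity-flagged; inactive means the rest, including those meeting only one limit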;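 further: in these data hits start at about 27%; measured in HUVEC primary endothelial cells; signal is the percent of cells scored E-selectin positive by PE staining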
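assay system = HUVEC, human umbilical vein endothelial cells | input = 3,000 HUVEC seeded per well | medium = EGM-2 growth medium on 0.1% gelatin-coated wells | dosing = one compound dose added by pin transfer | signal = immunofluorescence imaging | read-out basis = % PE-positive cells | control set = TNF-alpha, DMSO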
SIRT5 block: inhibitors of human sirtuin-5 desuccinylase | Q9NXA8 | Purified SirT5, succinyl-peptide AMC, trypsin-coupled fluorescence | inhibition, % at 15 µM | 330,000 tested, 1.1% active; in the data active means inhibition above about 15%; inconclusive means no clear call, values can overlap the other calls
Target sequence (Q9NXA8 whole entry, looked up): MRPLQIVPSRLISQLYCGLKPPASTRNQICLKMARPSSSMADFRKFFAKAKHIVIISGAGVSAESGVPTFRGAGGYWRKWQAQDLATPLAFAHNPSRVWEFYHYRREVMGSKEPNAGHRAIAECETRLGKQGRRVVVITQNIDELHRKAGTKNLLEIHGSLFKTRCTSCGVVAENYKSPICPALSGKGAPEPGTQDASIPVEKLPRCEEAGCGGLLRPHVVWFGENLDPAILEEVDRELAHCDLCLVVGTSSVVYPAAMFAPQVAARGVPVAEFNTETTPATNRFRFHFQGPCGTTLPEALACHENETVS
DENV2 CPE rescue: DENV2-induced cell death inhibition; DENV2-infected cells, cytopathic effect rescue, plate reader; CPE inhibition, % at 9.99 µM; 350,000 tested, 1.7% active; AID 651640; in the data active means CPE inhibition above about 20%, passing the limit was not always enough; inconclusive means no clear call, values can overlap the other calls; tested in BHK-21 cells;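 further: 0% = median of neutral control wells and 100% = median of positive control wells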
* hit, by the source's call; ? = inconclusive; nt = not tested or not shown. Some of the compounds tested; count on the stated rates, not on these rows.

Every second line gives: S100A4 MyoIIA, E-selectin induc, C2C12 statin, ERp5 inh, PglD DTNB, DENV2 CPE rescue, SIRT5 block
1	CCNC(C(=O)c1c[nH]c2c(CC)cccc12)c1ccccc1 (stereo not given)
 : -5, 0.3, -4, 7, 5, 1, -3
2	CN(C)CCN(Cc1cccs1)S(=O)(=O)c1csc(C(N)=O)c1
 : -5, 1.0, 0, 1, nt, ?, 33*
3	COc1ccc(C(=O)/C=C/C(=O)N(Cc2ccc3c(c2)OCO3)C(C(=O)NC2CCCCC2)c2ccncc2)c(O)c1 (stereo not given)
 : 0, 0.8, 44, 0, -4, 4, -2
4	C[C@@H]1CN([C@H](C)CO)C(=O)Cc2cc(NC(=O)C3CCCCC3)ccc2O[C@H]1CN(C)Cc1ccc(Cl)c(Cl)c1
 : -31, -0.2, 139*, -6, 2, 2, 10
5	C/C=C/C(=O)OCC(=O)Nc1cc(OC)c([N+](=O)[O-])cc1C
 : -2, nt, nt, 3, nt, 3, -1
6	Cc1ccc(C)c2nc(Cl)c(C3NC(=O)c4ccccc4N3)cc12 (stereo not given)
 : -8, 2.0, nt, -3, nt, 16, -6
7	COc1cccc(S(=O)(=O)Nc2ccc3c(c2)OC[C@@H](C)N(Cc2cc(F)ccc2F)C[C@@H](C)[C@H](OC)CN(C)C3=O)c1
 : 5, -0.1, 54, 1, 1, 13, 20*
8	O=C(Cc1cccc2ccccc12)OCn1nnc2ccccc2c1=O
 : 3, -0.1, 16, -3, 1, -1, 0
9	CCN(C(=O)CSc1nnc(C)n1-c1cccc(C)c1)C1CCS(=O)(=O)C1 (stereo not given)
 : -2, nt, 7, 7, 0, -1, -4
10	Nc1ccccc1C(=O)N1CCCC1
 : -1, -4.6, 1, 8, -5, -5, -2
11	CCC(Oc1ccc(C)cc1)C(=O)Nc1ccc(S(=O)(=O)Nc2cc(C)on2)cc1 (stereo not given)
 : -11, nt, 0, -1, -5, -3, -6
12	O=C(Nc1c2c(nn1-c1ccc(Cl)cc1)CS(=O)(=O)C2)C1CC1
 : -14, nt, nt, -5, -1, 7, 5
13	CCCNC(=O)[C@@H]1[C@@H](CO)[C@@H]2Cn3c(ccc(/C=C/c4ccccc4)c3=O)[C@H]1N2C(=O)c1ccncc1
 : 4, -0.2, -36, -3, 3, 0, -22
14	Cc1nc(N)sc1-c1csc(Nc2cc(N(C)C)ccc2Cl)n1
 : 0, 11, 0, 3, nt, -1, 1
15	COc1ccc(OC)c(N/C(C)=C/C(=O)c2ccc(C)o2)c1
 : -3, nt, -1, 3, -2, nt, 6
16	CC(=O)Nc1cc(NC(C)=O)c(N=Nc2ccccc2)cc1C
 : -17, nt, nt, 0, nt, 0, 1
17	N#CCCCC1(CCCC#N)OCCO1
 : 0, 0.3, 1, 3, nt, 12, -3
18	C=C1C(=O)C23CCC4C(C)(C(=O)OC)CCCC4(C)C2CCC1(O)C3 (stereo not given)
 : 8, 0.2, nt, -3, nt, -2, nt
19	O=C(Nc1cccc([N+](=O)[O-])c1)c1cnccn1
 : 11, nt, nt, -5, 2, -6, -10
20	CC12COC3(C(=O)Nc4ccccc4F)CC1CCC32C (stereo not given)
 : -4, 1.3, -9, -4, -3, ?, -2
21	COc1ccc(-c2csc3ncnc(N4CCN(S(=O)(=O)c5cccc(Br)c5)CC4)c23)cc1
 : -9, -0.1, 77*, -3, 1, -3, -5
22	COCC(=O)Oc1cc(-c2ccc(C)cc2C)c(OC(=O)COC)c(-c2ccc(C)cc2C)c1
 : 2, -0.1, nt, 2, 3, 5, -6
23	COC(=O)c1ccc2nc(-c3cccc(Cl)c3)c(Cc3cccc(Cl)c3)n2c1
 : 1, 1.2, nt, 4, nt, ?, 0
24	O=C(COc1ccc2c3c(c(=O)oc2c1)CCCC3)NC(Cc1ccc(Cl)cc1)C(=O)O (stereo not given)
 : -4, nt, -9, 10, 1, -2, nt
25	C[C@H](CO)N1C[C@H](C)[C@H](CN(C)C(=O)Nc2cccc3ccccc23)Oc2c(NS(=O)(=O)c3ccc(Cl)cc3)cccc2C1=O
 : -7, 0.3, nt, -1, 1, -4, 2
26	CCCC#Cc1cnc2c(c1)C(=O)N([C@@H](C)CO)C[C@H](C)[C@@H](CN(C)C(=O)Nc1ccccc1F)O2
 : -3, -0.2, 29, 0, 0, 2, 0
27	Cc1cc(=O)oc2c3c(cc(OCC(=O)NCCCn4ccnc4)c12)OC(C)(C)CC3
 : 4, nt, 4, 3, 5, -11, -23
28	Cc1ccc(-n2nnnc2SCC#N)cc1
 : -9, nt, nt, -4, -3, -5, -3
29	Cc1onc(-c2c(F)cccc2Cl)c1-c1ncc(-c2ccc(Cl)cc2)o1
 : -2, -0.4, nt, 1, nt, 9, nt
30	O=C(NCc1cccnc1)NC1CC(=O)N(c2ccc3c(c2)OCCO3)C1 (stereo not given)
 : -1, -0.1, 10, 5, 3, 3, -1
31	O=C(Nc1ccc(F)cc1)N1CCCCN2[C@H](C1)[C@@H](c1ccc(-c3ccncc3)cc1)[C@@H]2CO
 : -11, 0.5, nt, -7, 0, 7, -1
32	CO[C@@H]1CN(C)C(=O)c2cc(NS(=O)(=O)Cc3ccccc3)ccc2OC[C@@H](C)N(Cc2nccs2)C[C@H]1C
 : 1, -0.5, -4, 1, 2, 16, 1
33	Cc1oc(C(C)(C)C)cc1C(=O)NCC(=O)NCC(=O)O
 : 8, nt, 6, 3, 4, 7, -2
34	C[C@@H]1CN([C@H](C)CO)C(=O)Cc2cc(NS(=O)(=O)c3ccc(F)cc3)ccc2O[C@@H]1CN(C)S(=O)(=O)c1ccc(F)cc1
 : -5, -0.4, 3, 3, 7, -11, 1
35	O=C(NCc1cccnc1)c1ccc2nc([C@@H]3O[C@H](CO)[C@H](O)[C@H](O)[C@H]3O)[nH]c2c1
 : -5, 0.0, 10, 2, -8, -4, nt
36	Cc1c(S(=O)(=O)N(C)C2CCCCC2)c(=O)n(C)c(=O)n1C
 : -2, nt, nt, 5, -1, 15, 7
37	CS(=O)(=O)c1nc(S(=O)(=O)c2ccc(Cl)cc2)c(N2CCN(CCO)CC2)s1
 : 0, -0.3, 12, -5, 0, 5, -2
38	O=C(N[C@H]1CC[C@H](CC(=O)N2CCc3ccccc3C2)O[C@H]1CO)C1CCOCC1
 : 7, -0.5, -3, -4, 2, ?, 9
39	C[C@@H]1CN([C@H](C)CO)C(=O)c2c(c3ccccc3n2C)-c2ccccc2CO[C@@H]1CN(C)Cc1ccc(C(F)(F)F)cc1
 : 2, -0.8, nt, nt, nt, -12, -7
40	CCCCN1C[C@H](CSC)[C@@H](CC(=O)Nc2ccc(Br)cc2)C1=O
 : 0, 6.1, -7, 1, -4, -5, -1
41	COc1ccc(/C=C/C(=O)C2CC2)cc1COc1cccc(C)c1C
 : -5, nt, nt, nt, 1, -8, -3
42	CCCCN(C)CCN1C(=O)C2C(C(=O)Nc3ccc(C)cc3)C3C=CC2(O3)C1C(=O)NC1CCCCC1 (stereo not given)
 : -7, nt, -6, 3, -3, 12, -1
43	O=C(C[C@@H]1C[C@@H]2c3cc(NC(=O)Nc4ccccc4)ccc3O[C@@H]2[C@H](CO)O1)NCCN1CCCCC1
 : 0, -0.1, -6, 0, -1, 0, 2
44	O=C(CN1CCN(S(=O)(=O)c2cccc(Br)c2)CC1)NCCc1cccs1
 : -3, 0.3, -5, 2, -2, 0, 2
45	C=CC[C@]1(C(=O)NCc2ccccc2)N=C(c2ccc(OCCCO)cc2)O[C@H]1c1ccccc1
 : 0, nt, nt, -1, -3, 9, 3
46	N#CC(c1ccc(=O)[nH]n1)c1ccc(Cl)cc1Cl (stereo not given)
 : -2, nt, nt, 4, nt, -1, -1
47	CCOc1ccc(OCC(=O)Nc2cc(Cl)ccc2-n2cncn2)cc1
 : -2, 0.0, -1, 5, -1, -4, nt
48	CCOCc1nnc(NC(=O)c2cc(OC)cc(OC)c2)s1
 : 7, nt, nt, 0, nt, -1, 2
49	CCC(=O)Nc1nnc(/C=C/c2ccccc2)s1
 : -2, nt, 1, -5, 5, 2, -3
50	N#C[C@@H]1[C@H](c2ccc(-c3cncnc3)cc2)[C@@H](CO)N1C(=O)CN1CCOCC1
 : -1, -0.3, -8, -3, -1, 50*, 1
51	CCOc1cc(C2C(C(=O)OC(C)C)=C(C)NC3=C2C(=O)CCC3)cc([N+](=O)[O-])c1O (stereo not given)
 : 4, nt, nt, 3, nt, 17, -4
52	C=CC[C@]1(C(=O)OC)COC(c2ccc(OCCCO)cc2)=N1
 : 7, nt, nt, -4, -3, -9, -2
53	Cc1ccc(NC(=O)COC(=O)c2ccco2)cc1C
 : -1, -0.2, 4, 5, 3, -3, -1
54	CN1C(=O)CS(=O)(=O)C1c1ccccc1 (stereo not given)
 : 4, nt, nt, 1, 2, 1, -1
55	S=C(NCC1CCCO1)c1ccc(Br)cc1 (stereo not given)
 : -2, nt, 7, 3, -3, -2, -4
56	COc1ccc2c(Cl)c(C(=O)NN3CCN(C)CC3)sc2c1
 : -4, -0.3, 2, 3, 2, 9, -4
57	C[C@H](CO)N1C[C@H](C)[C@@H](CN(C)C(=O)Nc2ccc3c(c2)OCO3)Oc2ccc(NC(=O)CCCN(C)C)cc2C1=O
 : 1, 6.6, nt, -1, nt, 0, 2
58	O=C(CN1CCN(S(=O)(=O)c2ccccc2F)CC1)N1CCc2ccccc2C1
 : -1, 1.3, -4, -3, 2, nt, -8
59	CCCCOCCCNC(=O)C[C@@H]1C[C@@]2(C(=O)OC)CC(C)(C)CC=C2N(CCc2ccc(OC)c(OC)c2)C1=O
 : -2, 0.6, nt, 0, nt, 3, 8
60	COc1ccccc1C(=O)NCC(=O)N(C)Cc1nc2ccccc2c(=O)[nH]1
 : 0, nt, -2, 1, -2, -4, -2

(further entries)
Every second line gives: S100A4 MyoIIA, E-selectin induc, C2C12 statin, ERp5 inh, PglD DTNB, DENV2 CPE rescue, SIRT5 block
61	CC1CN(C)C(C)c2c1oc1ccc(N)cc21 (stereo not given)
 : -8, -0.2, nt, 6, nt, 1, -4
62	CCOC(=O)c1c(NC(=O)COC(=O)c2c(C)noc2C)sc2c1CCC2
 : nt, 0.2, 2, nt, 5, nt, nt
63	O=C(Nc1c2c(nn1-c1ccc([N+](=O)[O-])cc1)CS(=O)(=O)C2)c1cccs1
 : 7, nt, 3, 4, 1, 3, -3
64	Cc1ccc(C(=O)Nc2ncccc2C)o1
 : -2, -1.2, -4, 1, -4, 0, -2
65	O=C(N[C@H]1CC[C@H](CCn2cc(C3(O)CCCC3)nn2)O[C@@H]1CO)C1CCCC1
 : 13, 0.0, 1, 3, 3, -6, 3
66	Cc1cnc(-c2nc3ccccc3n2C(C(=O)NC(C)(C)C)c2ccccc2)cn1 (stereo not given)
 : -5, 0.0, nt, 0, nt, -5, -1
67	Cc1ccc(Nc2ncccc2C(N)=O)cc1[N+](=O)[O-]
 : -4, nt, nt, -2, nt, -4, -6
68	COc1cccc(NC(=O)C2CCCN2S(=O)(=O)c2ccc3c(c2)C(C)(C)C(=O)N3C)c1 (stereo not given)
 : 0, -1.5, -3, -4, 6, 4, -1
69	COc1cc2oc(=O)cc(-c3ccc(-c4ccc(F)c(Cl)c4)cc3)c2c(OC)c1OC
 : 0, 1.8, -5, 3, 0, -14, -1
